# SKN-1 inh = blocks SKN-1 activity in C. elegans; C. elegans VP596 Pgst-4::GFP/RFP ratio, acrylamide-induced, 24 h; inhibition, % at 21.8 µM; actives 0.49% (n = 360,000);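 active means interference check ratio from 0.5 to 1.5 plus GFP to RFP signal ratio inhibition reaching or exceeding a fixed threshold, cut at about 30% in these data, passing the limit was not always enough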; further: some compounds called inactive have numbers as strong as hits
# Scp-1 inhibitor = Scp-1 (human) phosphatase inhibition. Q9GZU7. Recombinant Scp1, phosphopeptide, malachite green phosphate absorbance. inhibition, % at 20 µM. actives 0.88% (n = 340,000);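 active means inhibition above about 50% at 20 µM, limit read from the data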;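 further: plate controls were DMSO wells with enzyme for no effect and wells lacking enzyme for full effect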
#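 assay system = SCP-1 phosphatase catalytic domain, residues 76-261 | buffer or medium = 50 mM Tris acetate pH 5.5, 0.005% Tween-20, 10 mM MgCl2 | incubation = enzyme reaction 45 min at room temperature, colour 5 min, stabilisation 30 min | signal = Phosphate-binding colour reagent, absorbance read at 630 nm | measure = % inhibition at 20 µM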
# SUMO1-SIM PPI = modulators of human SUMO1-mediated protein-protein interactions; P63165; SUMO1 binding to a labelled peptide, TR-FRET, 1 h; inhibition, % at 20 µM; actives 0.33% (n = 360,000); AID 602429; in the data active means inhibition above about 37%
# STEP inh = STEP (human) phosphatase inhibition; recombinant STEP, OMFP fluorogenic substrate, fluorescence; inhibition, % at 20 µM; AID 588621; actives 0.25% (n = 360,000); P54829;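 active means inhibition at 20 µM, scaled per plate between control wells, above about 37%, limit read from the data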;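 further: 0% = DMSO with enzyme and substrate and 100% = substrate only without enzyme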
#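 System: isolated STEP enzyme; schedule: 20 min enzyme reaction at room temperature, protected from light; medium: Bis-Tris buffer pH 6.0, 2.5 mM DTT, 0.005% Tween 20; signal: fluorescence, 480/540 nm; dosing: single compound dose of 20 µM, 1% DMSO final; also added: OMFP substrate, 25 µM final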
# LMPTP block = blocks human LMPTP phosphatase; P24666; recombinant LMPTP-A, OMFP fluorogenic substrate, fluorescence intensity; inhibition, % at 20 µM; actives 0.22% (n = 360,000); AID 651560;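 active means compounds that cut the enzyme signal by at least half of the control window in the single-dose screen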;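 further: plate controls were DMSO wells with enzyme plus substrate for no effect and substrate without enzyme for full effect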
# Target sequence (P24666 whole entry, looked up): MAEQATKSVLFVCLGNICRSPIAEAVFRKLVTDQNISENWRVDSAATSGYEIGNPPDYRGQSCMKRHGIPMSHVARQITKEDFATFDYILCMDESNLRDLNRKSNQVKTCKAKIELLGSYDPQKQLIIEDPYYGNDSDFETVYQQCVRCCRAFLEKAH
#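 Material: LMPTP-A; amount: 0.625 nM enzyme; doses: single 20 µM dose; times: reaction 50 min, room temperature, dark; technique: fluorescence intensity of OMFP turnover product; benchmarks: no-enzyme and uninhibited controls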
# NadD inh = inhibitors of Staphylococcus aureus NadD. AID 602399. inhibition, % at 20 µM. purified NadD enzyme, colorimetric absorbance read-out. actives 0.78% (n = 360,000); in the data active means inhibition above about 26%; further: some compounds past the cut are filed as inactive
# Rpn11 block = Rpn11 (human) deubiquitinase inhibition; O00487; human 26S proteasome, Ub4-pepOG fluorescence polarization; 20S core pre-blocked with epoxomicin; calls only at 20 µM; actives 0.59% (n = 360,000);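 active means inhibition at 20 µM, scaled to each plate's controls, above about 33%, limit read from the data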
# DNMT1 inh = blocks human DNA methyltransferase DNMT1; P26358; DNMT1 molecular beacon, Hinp1I cleavage, fluorescence; inhibition (reported as % activation of signal), % at 10 µM; actives 0.83% (n = 360,000); AID 588458; in the data active means inhibition above about 50%
# MT1-MMP act inh = MT1-MMP (human) activation inhibition. P50281. HT1080 RFP-PRO-GFP cells, GFP/RFP ratio fluorescence, overnight; percent of plate control window, DMSO zero. GFP/RFP ratio change, % at 20 µM. actives 0.061% (n = 360,000);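 active means GFP/RFP ratio change of at least 30% with cell ATP level not reduced by more than half and red fluorescence within 50% of control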; further: strong numbers were not always called active
#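 Test system: HT1080 cells expressing an RFP-PRO-GFP fluorescent reporter construct / Compound dosing: single-point 20 µM compound, 1% DMSO / Schedule: cells overnight before dosing, compound overnight, 37 °C, 5% CO2 / Evaluation: GFP/RFP fluorescence ratio / Control set: DMSO and RFP-L50D-GFP cell wells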
# CendR NRP1 mod = modulators of CendR peptide binding to human neuropilin-1 | O14786 | FAM-RPARPAR peptide binding to NRP-1, fluorescence polarization | inhibition, % at 25 µM | actives 0.85% (n = 360,000) | AID 602438;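 active means inhibition or corrected inhibition above about 18%, plus a signal ratio from 0.5 to 1.5, limit read from the data, passing the limit was not always enough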; further: strong numbers were not always called active
# Target sequence (O14786 whole entry, looked up): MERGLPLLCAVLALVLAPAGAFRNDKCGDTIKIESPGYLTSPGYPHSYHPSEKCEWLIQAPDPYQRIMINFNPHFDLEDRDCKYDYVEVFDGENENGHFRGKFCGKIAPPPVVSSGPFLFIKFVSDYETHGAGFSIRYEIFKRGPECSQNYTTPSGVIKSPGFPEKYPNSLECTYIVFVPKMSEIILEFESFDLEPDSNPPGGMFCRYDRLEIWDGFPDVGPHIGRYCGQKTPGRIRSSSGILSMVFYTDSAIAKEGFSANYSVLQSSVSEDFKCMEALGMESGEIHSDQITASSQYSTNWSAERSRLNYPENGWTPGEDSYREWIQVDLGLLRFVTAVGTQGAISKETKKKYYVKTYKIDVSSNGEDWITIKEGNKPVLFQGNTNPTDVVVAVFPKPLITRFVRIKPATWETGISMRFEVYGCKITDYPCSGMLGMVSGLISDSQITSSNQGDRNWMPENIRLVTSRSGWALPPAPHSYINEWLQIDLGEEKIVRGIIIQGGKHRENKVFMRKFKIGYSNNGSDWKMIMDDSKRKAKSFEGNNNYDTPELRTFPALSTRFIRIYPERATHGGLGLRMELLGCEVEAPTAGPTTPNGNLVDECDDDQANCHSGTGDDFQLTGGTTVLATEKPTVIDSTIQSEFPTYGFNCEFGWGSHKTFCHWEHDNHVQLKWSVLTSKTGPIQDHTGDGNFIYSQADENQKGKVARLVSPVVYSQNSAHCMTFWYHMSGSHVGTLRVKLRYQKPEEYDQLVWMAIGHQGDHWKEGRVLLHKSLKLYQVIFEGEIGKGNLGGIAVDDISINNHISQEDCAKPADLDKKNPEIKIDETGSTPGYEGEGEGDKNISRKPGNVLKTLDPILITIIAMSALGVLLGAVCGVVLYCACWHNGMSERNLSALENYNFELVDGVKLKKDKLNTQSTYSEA
# * hit, by the source's call; i = inactive; . = not tested or not shown.
SMILES,SKN-1 inh,Scp-1 inhibitor,SUMO1-SIM PPI,STEP inh,LMPTP block,NadD inh,Rpn11 block,DNMT1 inh,MT1-MMP act inh,CendR NRP1 mod
Cc1cc(O)c(C(=O)/C=C/c2ccc(C(C)C)cc2)c(=O)o1,-16,-19,6,2,-1.4,7,i,16,-8,-19
CC(=O)Nc1ccc(S(=O)(=O)Nc2cccc3cccnc23)cc1,-3,-3,-10,-5,-0.1,0,i,0,3,-2
CC1CCN(C(=O)CSc2ccc(-c3ccc4c(c3)OCCO4)nn2)CC1,7,-9,4,3,0.7,2,i,2,2,4
CC1(O)c2ccccc2C(=O)N1Cc1ccccc1 (stereo not drawn),-16,0,-8,0,0.6,-4,i,1,.,4
O=C(CN(C(=O)CNS(=O)(=O)c1ccccc1)c1ccc(F)cc1)NCc1ccco1,14,0,2,0,-0.2,3,i,2,2,7
c1cnc(-c2noc(CN3CCN(C4CCCC4)CC3)n2)cn1,-4,-12,-3,1,-0.3,5,i,0,-1,1
COc1ccc(/C=C2/SC(c3ccc(C)cc3)=NC2=O)cc1OC,17,-2,-19,-3,0.1,-4,.,-4,7,131
COCCOC(=O)C1=C(C)NC(=S)NC1c1cccs1 (stereo not drawn),-4,0,2,0,-0.3,0,i,-2,-3,-4
CCOc1cc(C2C3=C(CCCC3=O)OC3=C2C(=O)CCC3)cc([N+](=O)[O-])c1O,17,-5,-29,2,-2.7,-1,i,-1,2,26*
CC1CCN(S(=O)(=O)c2ccc(NC(=O)CSc3nnnn3C)cc2)CC1,4,-4,4,-1,-0.9,-4,i,3,4,-14
CS(=O)(=O)N1CCN(c2ncccn2)CC1,8,3,2,1,-2.3,-1,i,3,3,-3
Cc1nc2ccccc2c2oc(C(=O)N3CCN(c4ccc([N+](=O)[O-])cc4)CC3)cc12,-7,3,50*,0,4.8,10,i,1,-1,-8
O=C(O)C1CCCN1C(=O)Nc1ccc(Cl)cc1 (stereo not drawn),12,-7,1,2,-1.5,-1,i,0,-6,-4
CC(=O)N(CC(=O)Nc1nn(-c2ccccc2)nc1C(N)=O)Cc1ccccc1,3,-3,0,-2,-0.3,5,i,2,6,-2
Cc1cc(C)c2[nH]c(=O)c(CN(Cc3ccco3)C(=O)C3CCCO3)cc2c1 (stereo not drawn),-16,-3,2,1,-0.8,0,i,1,-5,-11
CCN1CCN(CCNC(=O)c2ccc(/C=C3/Sc4ccccc4N(Cc4cccc(Cl)c4)C3=O)cc2)CC1,-3,4,-143,2,-2.4,-1,i,-8,-3,-7
COCCNC(=O)CN1C(=O)c2cccc3cccc1c23,-12,-7,-16,0,-0.6,-1,i,9,1,-4
CCOc1cc(NS(=O)(=O)c2ccc(OC)cc2)c(OCC)cc1NC(C)=O,-3,8,0,0,0.7,-1,i,1,4,0
CCSc1sccc1C1C(C#N)=C(N)N(c2cccnc2)C2=C1C(=O)CC(C)(C)C2 (stereo not drawn),-4,0,-4,4,-0.4,3,i,-14,2,8
Nc1nc(CSc2ccccn2)nc(Nc2ccccc2)n1,-11,-8,2,-1,-0.9,4,i,-3,8,-2
CC1CCCCC1NC(=O)CSc1ccc([N+](=O)[O-])cc1 (stereo not drawn),-9,-8,-25,0,-0.7,-4,i,2,-1,-4
Clc1ccc(CNc2ccc(CNc3ncn[nH]3)cc2)c(Cl)c1,11,4,5,-2,0.3,-1,i,-6,4,-4
O=C(c1ccccc1)c1ccccc1N1C(=O)C=CC1=O,8,4,0,-3,-1.4,5,i,-1,1,-4
CCOC(=O)NC(NC(=O)OCC)C(=O)c1ccc(F)cc1,-11,102*,-1,0,-2.2,-8,i,-5,0,-8
Cc1cc(C)cc(NC(=O)Cn2nnc(C(=O)NCCc3ccccc3)c2N)c1,-5,-1,6,0,41,-2,i,67*,1,3
CC(=O)c1ccc(S(=O)(=O)N2CCN(C(=O)c3ccc(COc4ccccc4)o3)CC2)cc1,1,-7,3,-2,2.2,-4,i,-3,-15,1
COc1ccc(NC(=O)C(c2ccncc2)n2c(=O)c(-c3ccco3)nc3ccccc32)cc1 (stereo not drawn),86,.,-17,.,1.4,.,.,.,-3,-12
CC(Cl)C(=O)Nc1cc(C(C)(C)C)nn1-c1ccccc1 (stereo not drawn),2,-8,1,-3,-1.1,-5,i,3,1,4
Cc1c(C)c(C)c(S(=O)(=O)NCCc2ccccn2)c(C)c1C,12,-2,-5,-2,0.9,0,i,2,2,-1
COc1cccc(C(=O)NC2CCN(CC(=O)Nc3nccs3)CC2)c1,-10,-1,1,0,-2.1,6,i,-2,0,-5
Cc1ccc(CCSc2ccc(F)cc2)cn1,-3,-7,4,0,-1.0,-3,i,-1,3,-1
CN1CC(=O)NC1=NC(=O)c1cc(F)c(F)cc1Cl,-10,4,2,-1,-0.8,1,i,2,1,2
COc1ccc(NC(=O)N(CCC(C)C)C(C)c2ccccn2)c(OC)c1 (stereo not drawn),7,-10,16,0,0.0,0,i,-2,-2,12
Cc1ccc(N(C(C)C(=O)Nc2ccc(S(=O)(=O)N3CCOCC3)cc2)S(C)(=O)=O)cc1 (stereo not drawn),-20,-6,-6,0,1.0,5,i,3,-2,8
Cc1cc(C)cc(N(C(=O)C(F)(F)F)C(C(=O)NC2CCCCC2)c2cccs2)c1 (stereo not drawn),5,-6,-1,3,-2.2,3,i,20,10,-1
COc1cccc(N(CC(=O)N2CCCCCC2)S(C)(=O)=O)c1,-3,-2,6,-3,-1.6,5,i,0,-1,-1
COc1ccccc1OCCNC(=O)c1ccc(C)c(S(=O)(=O)N2CCOCC2)c1,4,13,4,3,0.5,0,i,2,2,0
CCN(CC(=O)Nc1ccccc1C(F)(F)F)C(=O)CCS(=O)(=O)c1ccc(C)cc1,1,-4,2,-2,-1.0,-3,i,2,1,12
CC(=O)NC12CC3CC(C1)CC(C(=O)Nc1nc4ccc(S(C)(=O)=O)cc4s1)(C3)C2,17,-8,1,-2,-1.2,-2,i,2,-4,-7
CCOC(=O)c1cccc(NC(=O)CSc2nnc(-c3ccoc3C)n2CCOC)c1,-9,-7,0,0,0.1,-4,i,1,1,16

# Just LMPTP block and SKN-1 inh, for some of the entries so far:
SMILES,LMPTP block,SKN-1 inh
COc1cccc(C(=O)NC2CCN(CC(=O)Nc3nccs3)CC2)c1,-2.1,-10
Cc1ccc(CCSc2ccc(F)cc2)cn1,-1.0,-3
CN1CC(=O)NC1=NC(=O)c1cc(F)c(F)cc1Cl,-0.8,-10
COc1ccc(NC(=O)N(CCC(C)C)C(C)c2ccccn2)c(OC)c1 (stereo not drawn),0.0,7

# (continued)
SMILES,SKN-1 inh,Scp-1 inhibitor,SUMO1-SIM PPI,STEP inh,LMPTP block,NadD inh,Rpn11 block,DNMT1 inh,MT1-MMP act inh,CendR NRP1 mod
O=C(O)c1cc(=O)c2cc(Cl)ccc2o1,-11,-10,-2,2,-1.2,2,i,1,1,-13
Cc1nc([N+](=O)[O-])cn1CCC#N,13,2,0,0,-0.6,-3,i,12,-1,-2
COc1cccc(N2CC(C(=O)Nc3ccc(C(=O)OC(C)C)cc3)CC2=O)c1 (stereo not drawn),-3,8,-1,-5,-0.7,-7,i,-6,-1,19
CC1CC(C)CN(c2cc(N(C)CCO)c([N+](=O)[O-])c3nonc23)C1 (stereo not drawn),23,-12,-41,1,4.3,-4,i,-3,11,-11
Cc1ccc(N2C(=O)C3C4CC(=O)C(c5ccccc54)C3C2=O)cc1 (stereo not drawn),-6,-6,-1,-1,-1.0,8,i,-1,11,5
Cc1cn([C@H]2C[C@H](O)[C@@H](/C=C/C(=O)NCc3ccco3)O2)c(=O)[nH]c1=O,9,.,-2,-3,-1.1,2,i,8,1,-12
CCC(C)NC(=O)CN(c1cc(Cl)ccc1OC)S(C)(=O)=O (stereo not drawn),10,-2,-1,0,-1.0,1,i,3,4,-7
CCOC(=O)CNC(=O)CSc1nnc(Cn2c(=O)sc3ccccc32)n1-c1ccccc1C,12,-4,-2,0,-1.9,-4,i,2,-1,-9
COc1cc2ccccc2nn1,8,-4,-17,-4,-1.9,-6,i,0,-3,6
COC(=O)c1ccc(C2C(C(=O)c3ccco3)=C(O)C(=O)N2c2cc(C)on2)cc1 (stereo not drawn),4,-9,-12,3,-0.2,6,i,0,2,7
OCCC1CN(Cc2cccn2-c2ncccn2)CCN1Cc1ccccc1 (stereo not drawn),-2,-14,-5,-5,-0.4,-1,i,0,3,-6
COc1ccc([C@H]2C[C@H](n3cc(C4CC4)nn3)[C@@H](O)CN2CC2CCCCC2)cc1,-2,.,5,0,-0.4,-8,i,-9,-2,-14
CCOC(=O)C1=C(C)N=C2SC(C)C(=O)N2C1c1ccc(C(=O)OC)cc1 (stereo not drawn),28,-2,-4,1,-0.1,3,i,-2,-3,2
CCc1nnc(NC(=O)C2CCCN(c3nc(C)cc(C)n3)C2)s1 (stereo not drawn),3,-4,3,0,-1.2,-7,i,-3,6,-24
CCCC(C)c1oc(=O)cc(O)c1C (stereo not drawn),0,-4,9,2,-1.7,1,i,7,4,-4
Cc1onc(-c2ccccc2Cl)c1C(=O)NCCN1CCOCC1,8,-11,-3,-2,0.4,2,i,2,0,4
COCC(C)NC(=O)Cc1ccc(Cl)cc1 (stereo not drawn),1,-3,-3,-1,-0.3,-4,i,0,7,1
Cc1scc(C(=O)NCc2ccco2)c1-c1ccccc1,3,6,2,-2,0.3,2,i,5,-9,-20
CCOC(=O)c1sc(N2C(=O)C(O)=C(C(=O)c3ccco3)C2c2cccc([N+](=O)[O-])c2)nc1C (stereo not drawn),-2,-5,0,8,15,14,i,2,6,-21
COc1ccccc1N1Cc2ccc(OC)c(OC)c2C1=O,12,-6,0,1,0.9,4,i,7,2,4
Cc1nn(Cc2ccccc2Cl)c(C)c1C(=O)N(C)CC(=O)Nc1cccc(F)c1,15,-11,-8,5,-7.9,-2,i,-2,-1,8
CC(=O)Nc1cccc(Oc2ccc(-c3noc(C)n3)cc2)c1,-2,3,-1,-1,0.7,-1,i,-9,-18,8
CN1CCN(C(=S)c2ccc(OCC(=O)Nc3cccc(C(F)(F)F)c3)cc2)CC1,1,-15,3,-1,-2.7,-6,i,-2,12,5
CCCc1cc(=O)n2nc(N3CCC(C(=O)Nc4cccc(C(C)=O)c4)CC3)sc2n1,-6,3,4,-1,1.8,-4,i,-1,4,7

# Screens deposited in PubChem BioAssay by Sanford-Burnham Center for Chemical Genomics.
